# Compound activity as filed in PubChem BioAssay.
# Abeta rescue: restores growth of yeast expressing A-beta42 peptide; 410,000 tested, 0.063% active; Potency, µM (titrated, usually from 46.1 µM), inactives show top-dose growth rescue, usual class: activators; yeast expressing A-beta42, growth rescue, OD600, 48 h; response scale: 0% DMSO, 100% iron-clioquinol control; note: potency is the fitted concentration of half-maximal effect; nearly all actives have a fitted effect of over 55% in size
#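 Growth rescue measured by 600 nm absorbance after 48 h yeast culture at 30 C with compound. Values normalized between DMSO and an equimolar ferric chloride plus clioquinol control.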
# Mm-Cpn inhibitor: blocks the Methanococcus maripaludis chaperonin Mm-Cpn | purified Mm-Cpn ATPase, ADP Transcreener TR-FRET | Potency, µM (doses to about 76.9 µM), inactives show at the top dose activity, negative = inhibition, actives largely listed as inhibitors | 330,000 tested, 0.031% active | AID 504842; note: potency is the fitted concentration of half-maximal effect; % is set by controls: 0 for no effect and ±100 for the full control effect; nearly all actives have a fitted effect of over 80% in size
#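 Eu-cryptate anti-ADP/ADP-d2 competition gives a ratio inversely related to ADP. Enzyme at 25 nM was pre-exposed to compound for 10 min, then given 10 uM ATP for 30 min, 37°C throughout.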
# Nrf2 ARE act: activators of Nrf2 (ARE) signaling. AREc32 ARE-luciferase reporter (MCF7-derived line), luminescence, 24 h. Potency, µM (doses to about 46.1 µM), without a hit: at the top dose activation, hits mostly activators. 410,000 tested, 0.31% active; note: potency is the fitted concentration of half-maximal effect; % of control where 0% means no effect; nearly all actives have a fitted effect of over 65% in size
#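 ARE-driven firefly luciferase activity in AREc32 cells measured after a 24 hr compound exposure at 37 deg C, using Steady-Glo reagent and a 30 min room-temperature hold.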
# CCT modulator: changes cytosolic chaperonin activity; AID 651819; activity change, % (test concentration not listed), hits read low; 360,000 tested, 0.3% active; purified chaperonin ATPase assay, HTRF ADP detection, 30 min; in the data active = activity change below about -30%; note: % is set by controls: 0 for no effect and ±100 for the full control effect
#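 Nucleotide hydrolysis assay: TRiC at 20–40 nM final (set by batch activity) with 10 uM ATP, 30 min at 37 °C, in presence of 76 uM compound. Detection by competitive ADP HTRF, 30 min ambient.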
# Nrf2 block: inhibitors of Nrf2 signaling; A549 ARE-Fluc reporter, luciferase luminescence, 18-24 h; Potency, µM (titrated, usually from 46 µM), inactives show at the highest dose activity change, negative = inhibition, most hits filed as inhibitors; 360,000 tested, 2.1% active; AID 504444; note: potency is the fitted concentration of half-maximal effect; % is set by controls: 0 for no effect and ±100 for the full control effect; nearly all actives have a fitted effect of over 60% in size
#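 In this cell-based qHTS, ARE-driven firefly luciferase in A549 cells reports Nrf2 activity; the luminescent signal after BugLite lysis is the measured value, with a prior CellTiter-Fluor read for cell health.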
# HepG2 tox: counter-screen for TGF-b inhibitors: cytotoxicity in HepG2 cells; HepG2 CAGA-GFP viability, ATP luminescence, 18 h; Potency, µM (series often up to 46.1 µM), for inactives: at the top dose activity change, negative = cytotoxicity, most hits filed as cytotoxic; 410,000 tested, 0.76% active; AID 588856; note: potency is the fitted concentration of half-maximal effect; some results filed as inactive show a strong effect at the top dose
#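 CellTiter-Glo luminescence gave cytotoxicity after 18 hours at 37 degrees C. The cells were HepG2 CAGA-GFP in 1% FBS DMEM, stimulated with 500 pg/mL TGF-beta after compound addition. %Activity was normalised to no-cell wells (complete cell-killing) and DMSO (no toxicity), and curves were fitted and classified.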
# pAkt inh: inhibitors of Akt phosphorylation. Neuro2A IGF-stimulated pAkt S473 HTRF, 20 min; active compounds read low. AID 651550. activity change, % for hits at 50 µM. 360,000 tested, 0.32% active; in the data active = activity change below about -80%; inconclusive = mostly about -51% to -80%; note: % is set by controls: 0 for no effect and ±100 for the full control effect
#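 Neuro2A cells in DMEM with 0.5% FBS, overnight at 37 deg C, given compound at single 50 µM final, then IGF (6 nM final) for 20 min at 37 deg C. Lysed; phospho-Akt Ser473 by HTRF after 24 h, 665/615 ratio.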
# TGFb SMAD3 inh: blocks TGF-b signaling; HepG2 CAGA-GFP TGF-b/SMAD3 reporter, GFP fluorescence, 18 h; TGF-beta stimulated, 500 pg/mL final; Potency, µM (highest dose often 46.1 µM), for the others: top-dose activity, negative = inhibition, hits mostly inhibitors; 410,000 tested, 1.2% active; AID 588855; note: potency is the fitted concentration of half-maximal effect; % is set by controls: 0 for no effect and ±100 for the full control effect; nearly all actives have a fitted effect of over 65% in size
#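 Smad-responsive CAGA-GFP expression was quantified in HEPG2 cells exposed to compounds and 500 pg/mL final TGF-beta for 18 h at 37 degrees C; unstimulated wells defined full inhibition.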
# A549 tox: counter-screen for Nrf2 inhibitors: cytotoxicity in A549 cells | Potency, µM (doses to about 46 µM), for inactives: at the top dose activity change, negative = cytotoxicity, usual class: inhibitors | A549 ARE-Fluc cells, CellTiter-Fluor viability, 18-24 h | 390,000 tested, 0.16% active; note: potency is the fitted concentration of half-maximal effect; % is set by controls: 0 for no effect and ±100 for the full control effect
#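 A549 ARE-Fluc cells in 5% FBS OPTI-MEM, 5000 cells/well, rested 2 h then exposed to compounds in concentration-response for 18-24 h at 37 °C. Viability by CellTiter-Fluor fluorescence (Ex 405/Em 525) after 30 min; luciferase luminescence (BugLite, 15 min, RT) read afterwards.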
# * hit, by the source's call; i = inactive; ? = inconclusive; nt = no result given; [ ] = another dose, or the depositor's remark. Unless noted, calls come from the whole dose curve; as a rule, active = well fitted curve in the direction sought with a large enough effect; inconclusive = small, poorly fitted or top-dose-only effect, or another doubt; inactive = no such curve, though single readings can be large; an effect the other way counts as inactive or inconclusive.
SMILES,Abeta rescue,Mm-Cpn inhibitor,Nrf2 ARE act,CCT modulator,Nrf2 block,HepG2 tox,pAkt inh,TGFb SMAD3 inh,A549 tox
O=C(NCC(c1ccco1)N1CCCC1)c1cc2cc(Cl)ccc2o1 (stereo unspecified),-9%,0%,8.8%,-3.9,2%,-35%,i,-1%,3%
NC(=NC1CCCCC1)c1ccc([N+](=O)[O-])cc1,24%,-1%,-0.1%,-12,23%,-31%,i,4%,-1%
Cc1ccc2c(=O)cc(C(=O)Nc3sc4c(c3C(=O)NCc3cccnc3)CCCC4)oc2c1,-6%,nt,0.5%,nt,7%,-34%,nt,73%[activator],-2%
COc1ccc(NC(=O)C2Cc3c(-c4cccc(C(N)=O)c4)ccnc3O2)cc1 (stereo unspecified),-7%,nt,5.7%,-4.9,nt,-22%,i,8%,nt
Cc1cccc(N2CCN(Cc3cc(=O)n4ccsc4n3)CC2)c1C,6%,-10%,3.7%,-3.3,-19%,-3%,i,-20%,-9%
Cc1c(Cl)cccc1NC(=O)c1oc2ccc(S(=O)(=O)N3CCCCCC3)cc2c1C,-13%,nt,-1.0%,nt,nt,-5%,nt,22%,15%
O=C(Nc1ccccc1C(=O)N/N=C/c1ccco1)c1ccc(Cl)cc1,-15%,1%,?,0.2,2%,-55%,i,-10%,19%
Cc1ccc(-n2nc3c(=O)n(C(C)C(=O)NCc4ccccc4Cl)nc(C)c3c2C)cc1 (stereo unspecified),17%,-2%,0.4%,-1.2,15µM*,-26%,i,?,-16%
COc1ccc(NC(=O)CSc2nc(-c3ccc(F)cc3)c3cccc(C)c3n2)cc1,-7%,nt,0.2%,nt,-2%,0%,nt,3%,3%
S=C(NCCCN1CCN(CCCNC(=S)NC2CCCCC2)CC1)NC1CCCCC1,4%,nt,-0.3%,-2.4,0%,7%,i,26%,-34%
C/C(CC(=O)Nc1ccc2c(c1)OCCO2)=N\NC(=O)c1ccccn1,-3%,-3%,0.5%,-2.1,9%,-13%,i,2%,-4%
CN(C)CCN(C(=O)c1ccc2ccccc2c1)c1nc2c(F)cc(F)cc2s1,nt,2%,-0.2%,-5.2,-12%,-5%,i,-3%,3%
CCOC(=O)C1=C(COc2ccc(C)cc2)NC(=O)NC1c1cc(C)ccc1C (stereo unspecified),-3%,-1%,0.4%,-3.8,-30%,18%,i,?,-20%
O=[N+]([O-])c1cc(S(=O)(=O)Nc2cccc(Cl)c2)ccc1N/N=C/c1ccc(N2CCOCC2)cc1,-9%,2%,-0.5%,1.6,-9%,2%,i,-14%,-9%
Cc1onc(-c2ccccc2)c1CNS(=O)(=O)c1ccccc1[N+](=O)[O-],3%,0%,0.6%,0.9,4%,1%,i,-2%,-3%
COc1ccc(CSc2nc(C)cc(C)c2S(C)(=O)=O)cc1,0%,2%,0.2%,-1.6,?,5%,i,-1%,-1%
CCOC(=O)c1ccc(-c2ccc(/C=C(\C#N)C(=O)Nc3ccc(C)cc3)o2)cc1,-17%,nt,6.6%,nt,nt,-2%,nt,-2%,3%
CCOC(CCn1ccc(O)c(Cc2ccc(Cl)cc2)c1=O)OCC,3%,-3%,-0.3%,-1.7,4%,-31%,i,?,12%
CN1C(=O)C2ON(c3ccccc3)C(c3cccs3)C2C1=O (stereo unspecified),-4%,0%,-0.9%,-0.2,3%,7%,i,7%,11%
CCN(CC)S(=O)(=O)c1ccc(OCC2CCCCO2)c([N+](=O)[O-])c1 (stereo unspecified),-6%,-1%,-0.6%,-5.4,1%,-36%,i,?,4%
COc1ccc(-c2nc(CS(=O)(=O)CC(=O)NCc3cccc(OC)c3OC)c(C)o2)cc1,-9%,0%,3.1%,-5.4,-26%,-28%,i,-25%,3%
COC(=O)C(C(C)C)N(Cc1cc(OC)cc(OC)c1)S(=O)(=O)CCl (stereo unspecified),6%,3%,0.6%,0.6,2%,2%,i,-6%,-5%
O=C1C(Cc2ccc(F)cc2)SC(=Nc2ccccc2)N1c1ccccc1 (stereo unspecified),-1%,0%,-0.3%[9.22 µM],-1.7,-3%,-2%,i,11%,10%
CCS(=O)(=O)c1ccc(O)c(NC(=O)CCCC(=O)O)c1,-5%,0%,-0.5%,-5.0,1%,-3%,i,5%,-3%
Cc1ccc(C)c(Nc2ncnc(N)c2[N+](=O)[O-])c1,12%,1%,0.4%[9.22 µM],-41*,-24%,-15%,i,-8%,8%

# One compound at a time, from the list above. Order of values: Abeta rescue	Mm-Cpn inhibitor	Nrf2 ARE act	CCT modulator	Nrf2 block	HepG2 tox	pAkt inh	TGFb SMAD3 inh	A549 tox
# CCOC(=O)C1=C(COc2ccc(C)cc2)NC(=O)NC1c1cc(C)ccc1C (stereo unspecified) as listed: -3%	-1%	0.4%	-3.8	-30%	18%	i	?	-20%
# CN1C(=O)C2ON(c3ccccc3)C(c3cccs3)C2C1=O (stereo unspecified) as listed: -4%	0%	-0.9%	-0.2	3%	7%	i	7%	11%
# Cc1ccc(C)c(Nc2ncnc(N)c2[N+](=O)[O-])c1 as listed: 12%	1%	0.4%[9.22 µM]	-41*	-24%	-15%	i	-8%	8%
# O=C1C(Cc2ccc(F)cc2)SC(=Nc2ccccc2)N1c1ccccc1 (stereo unspecified) as listed: -1%	0%	-0.3%[9.22 µM]	-1.7	-3%	-2%	i	11%	10%
# S=C(NCCCN1CCN(CCCNC(=S)NC2CCCCC2)CC1)NC1CCCCC1 as listed: 4%	nt	-0.3%	-2.4	0%	7%	i	26%	-34%

# Other compounds
SMILES,Abeta rescue,Mm-Cpn inhibitor,Nrf2 ARE act,CCT modulator,Nrf2 block,HepG2 tox,pAkt inh,TGFb SMAD3 inh,A549 tox
COc1ccc(-c2cc(C(F)(F)F)n3nc(C(=O)NCCCn4ccnc4)cc3n2)cc1,8%,0%,-0.6%,-0.8,-26%,-27%,i,-4%,2%
COc1ccc(C(=O)NCCc2csc(-c3ccc(Cl)cc3)n2)cc1,-3%,nt,0.6%,nt,nt,-30%,nt,?,-1%
C/C(=C\C(=O)c1ccc(C)o1)Nc1ccc(C(=O)O)cc1C,19%,0%,-0.3%,-4.0,-5%,0%,i,0%,-18%
O=C(NC1CCCCC1)c1cc([N+](=O)[O-])ccc1N1CCCC1,-10%,5%,0.6%,-0.9,-7%,2%,i,-6%,?
CCOc1cc(/C=C(\C#N)c2nc(-c3cccs3)c(NC(C)=O)s2)ccc1O,-14%,-10%,4.0%,4.5,2%,-18%,i,77%[activator],?
O=C1CCc2cc(NS(=O)(=O)c3ccc(Br)cc3)cc3c2N1CC3,4%,0%,10%,-1.0,-5%,1%,i,4%,-2%
COc1ccc2c(c1)OC[C@H]1[C@H]2N2C(=O)c3ccccc3NC(=O)[C@@]2(C)[C@H]1c1ccccc1,-27%,-6%,0.0%,-1.6,?,-3%,i,?,2%
COc1ccc(NC(=O)C2Cc3c(-c4ccccc4)ccnc3O2)cc1OC (stereo unspecified),-1%,nt,0.8%[9.22 µM],-2.8,nt,-10%,i,-6%,nt
Cc1n[nH]c(=O)c2c(NC(=O)COC(=O)COc3cccc(Br)c3)oc(C)c12,6%,2%,0.2%,1.4,-18%,7%,i,-4%,0%
O=C(C1=C[C@@H](c2ccc(C(F)(F)F)cc2)C[C@@H](OCCCCO)O1)N1CCN(Cc2ccccc2)CC1,9%,nt,5.4%,0.9,?,-7%,i,-22%,-12%
Cc1ccc(S(=O)(=O)Cn2nnnc2CN(Cc2ccco2)CC2CCCO2)cc1 (stereo unspecified),2%,0%,-0.4%,-0.1,-10%,-4%,i,13%,-11%
Cc1ccc(S(=O)(=O)N2CCOCC2)cc1C(=O)Nc1ccncc1,-4%,0%,-0.9%,0.3,-26%,1%,i,22%,0%
O=C(CSc1nc2ccccc2nc1N1CCCCC1)N1CCN(c2ccccc2)CC1,-4%,-4%,0.1%,-3.7,-30%,-32%,i,-26%,-8%
COc1cc(CCC(=O)Nc2c(C(=O)N3CCN(c4ccccc4OC)CC3)oc3ccccc23)on1,-27%,2%,-1.1%,0.3,?,2%,i,13%,-5%
CCOc1cccc(-c2nnc3sc(COc4ccc(OC)cc4)nn23)c1,15%,0%,0.8%,0.0,-16%,-82%,i,0%,-3%
Cc1nc2ccccc2c2ncccc12,-16%,2%,-0.2%,-4.7,2%,-9%,i,-1%,0%
CC(=O)NNC(=O)CN1C(=O)/C(=C/c2ccccc2)SC1=S,20%,-1%,?,-0.2,?,-16%,i,-3%,-14%
COCCNC(=O)CN(CC1CCCO1)C(=O)CCC(=O)Nc1ccccn1 (stereo unspecified),12%,-1%,-0.9%,-0.1,nt,-21%,i,-12%,11%
COCCNC(=O)C1CCCN(C(=O)Cc2cccc3ccccc23)CC1 (stereo unspecified),-14%,nt,-0.7%,-1.8,nt,-3%,i,-5%,nt
COc1ccc(Nc2nc(OC)nc(OC)n2)cc1,7%,2%,6.0%,-0.9,1%,-1%,i,15%,17%
COc1ccc(CCNC(=O)c2nnn(-c3ccc4c(c3)OCCO4)c2N)cc1OC,12%,-1%,-0.2%,1.6,5%,0%,i,-12%,-6%
CC(=O)Nc1ccc(S(=O)(=O)Nc2ccc3ccccc3n2)cc1,-11%,2%,-0.8%,-5.9,?,5%,i,-1%,1%
CCOC(=O)c1c(C#N)c(SCC(=O)Nc2ccc(OC)cc2)nc2c1CN(CC)CC2,-14%,1%,-0.5%,1.1,11%,1%,i,3%,-1%
O=C(O)c1ccccc1NS(=O)(=O)c1cccc(C(F)(F)F)c1,3%,1%,0.3%,-0.7,-15%,-21%,i,5%,0%
COc1ccc(CNC(=O)CSc2nnnn2-c2ccccc2)cc1,22%,2%,-0.5%,2.2,5%,-3%,i,0%,-4%
CCN1CCN(Cc2cc(=O)oc3cc4c(cc23)CCC4)CC1,6%,0%,-1.1%,-0.9,18%,-15%,i,-17%,29%

# The order is random; overall some 4.3% were active at least once.
